Screening data: PubChem BioAssay, several laboratories
IDE act: IDE (human) activation, cell-based; P14735; actives 0.073% (n = 340,000); HEK cells, FAbeta-B cleavage, fluorescence polarization; 0% vehicle, 100% cell-free pure enzyme wells; activation, % at 5.96 µM;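 active means activation above the mean of all tested compounds plus 3 SD, set per screening campaign, cut at about 17% in these data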
GalR3 antagonist: blocks the human galanin receptor 3 | HEK293 GalR3-CNG cAMP membrane potential fluorescence; galR3 body fused to GalR1 C-terminus | inhibition, % at 3 µM | O60755 | actives 0.44% (n = 360,000);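 active means inhibition above the screen-wide average plus 3 SD, cut at about 13% in these data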;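 further: forskolin and galanin both at EC90 stimulate the cells; cAMP rise reported by CNG channel membrane potential dye signal; 0% = forskolin plus galanin with DMSO and 100% = forskolin alone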
PHOSPHO1 block: inhibitors of human PHOSPHO1 phosphatase. Q8TCT1. recombinant PHOSPHO1, absorbance phosphatase assay. inhibition, % at 13.3 µM. actives 1.1% (n = 290,000). AID 1565; in the data active means inhibition above about 60%
Target sequence (Q8TCT1 whole entry, looked up): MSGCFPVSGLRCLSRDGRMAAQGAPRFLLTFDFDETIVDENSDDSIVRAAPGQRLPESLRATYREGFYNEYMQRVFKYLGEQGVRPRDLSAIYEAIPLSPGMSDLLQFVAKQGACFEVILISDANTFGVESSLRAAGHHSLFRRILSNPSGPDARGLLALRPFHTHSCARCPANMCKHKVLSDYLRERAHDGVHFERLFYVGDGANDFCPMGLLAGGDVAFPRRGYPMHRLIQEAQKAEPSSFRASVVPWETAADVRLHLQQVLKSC
CRFR2-BP ag: agonists of human CRF-binding protein/CRF-R2 receptor complex | HEK293 CRF-R2/CRF-BP, calcium dye fluorescence (FLIPR); percent of saturating CRF peptide response | activation, % at 13.2 µM | actives 0.46% (n = 350,000) | AID 588473;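 active means activation of at least 50%, plus an integration ratio under a set limit after plate pattern correction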;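 further: plate controls were neutral control wells without compound for no effect and CRF at EC100 for full effect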
p-CIP stab down: p/CIP protein destabilization; Q05BA5; F442A p/CIP-EGFP cells, EGFP fluorescence, 16 h; decrease of EGFP signal, % at 10 µM; actives 0.01% (n = 290,000); AID 1984;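 active means EGFP signal decrease of at least 30% at 10 µM or well 3 SD below plate mean, unless failing retest; inactive means the rest, including hits failing retest or dose response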; further: some compounds called inactive have numbers as strong as hits; many of its hits are not listed in these tables
M4 PAM: positive allosteric modulators of human muscarinic M4 receptor; P08173; CHO-K1 hM4/Gqi5, Fluo-8 calcium fluorescence, ACh EC20; 0% = ACh EC20, 100% = maximal ACh; activation, % at 3 µM; actives 0.4% (n = 360,000); AID 624126;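 active means activation above its plate's cutoff, the mean activation of sample wells plus 3 SD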; further: some results filed as inactive read as strong as hits
CRFR2-BP antag: antagonists of CRF-binding protein/CRF-R2 receptor complex; AID 588475; inhibition, % at 11.8 µM; HEK293 CRF-R2/CRF-BP, CRF-induced calcium fluorescence; actives 0.59% (n = 350,000);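 active means inhibition of the ligand-induced calcium signal above about 50% at the single tested concentration, limit read from the data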
MEKK3 PB1 HTS: MEKK3-MEK5 PB1 interaction, increase or decrease; Q99759; bead-based flow cytometry, Alexa488-MEK5 binding to MEKK3; actives lie on both sides; 0 = blocked by unlabeled MEK5, 100 = vehicle; binding response (% of control), % at 10 µM; actives 1.4% (n = 290,000); AID 1529;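 active means binding response more than 3 SD above or below the average of its plate-row segment, actives on both sides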;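 further: Alexa488 bead fluorescence after subtracting the streptavidin-only scavenger bead signal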
Target sequence (Q99759 whole entry, looked up): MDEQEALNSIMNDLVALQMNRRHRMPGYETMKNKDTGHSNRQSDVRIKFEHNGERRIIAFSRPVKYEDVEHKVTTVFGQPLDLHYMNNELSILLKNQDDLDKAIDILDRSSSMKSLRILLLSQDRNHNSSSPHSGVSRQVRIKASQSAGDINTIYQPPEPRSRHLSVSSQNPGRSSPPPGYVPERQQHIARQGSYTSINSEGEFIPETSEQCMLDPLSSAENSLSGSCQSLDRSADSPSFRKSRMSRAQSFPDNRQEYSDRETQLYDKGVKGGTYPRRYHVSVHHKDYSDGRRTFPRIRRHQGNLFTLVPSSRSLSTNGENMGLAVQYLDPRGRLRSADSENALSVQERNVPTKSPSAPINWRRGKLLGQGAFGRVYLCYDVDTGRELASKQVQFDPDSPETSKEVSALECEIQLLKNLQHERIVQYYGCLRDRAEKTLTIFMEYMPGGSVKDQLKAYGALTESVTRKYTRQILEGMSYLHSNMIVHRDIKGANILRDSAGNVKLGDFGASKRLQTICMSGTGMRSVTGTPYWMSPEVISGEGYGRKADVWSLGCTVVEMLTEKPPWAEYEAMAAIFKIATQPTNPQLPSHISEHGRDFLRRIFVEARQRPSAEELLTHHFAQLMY
IDE inh: cellular human IDE inhibition; actives 0.41% (n = 320,000); HEK cells, FAbetaB cleavage, fluorescence polarization; inhibition, % at 5.59 µM;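 active means percent inhibition above the average of all tested compounds plus 3 SD, set per screening campaign, cut at about 16% in these data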;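 further: IDE supplied by intact live HEK cells; FP after avidin binding of uncleaved biotin substrate so inhibition keeps polarization high; 0% = DMSO wells and 100% = 60 µM reference IDE inhibitor Ii1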
* marks the source's active call; other numbers are inactive results; . = not tested or not shown; [ ] = dose if it differs, or a comment.

no.	IDE act	GalR3 antagonist	PHOSPHO1 block	CRFR2-BP ag	p-CIP stab down	M4 PAM	CRFR2-BP antag	MEKK3 PB1 HTS	IDE inh	SMILES
1	-1	-3	.	-0.9	.	8	6	.	-2	COCCN(C(=O)COC(=O)Cc1cccc(OC)c1)c1c(N)n(CC(C)C)c(=O)[nH]c1=O
2	4	-4	-1	-1.9	0	6	2	103	2	CCOc1ccccc1/C=C(/NC(=O)c1ccccc1)C(=O)N(CC)CC
3	5	-2	17	-4.2	-4	-5	18	91	-1	CN/C=C1\C(=O)C(C)(C)Oc2ccc3ccc(=O)oc3c21
4	4	-2	-2	-0.7	2	2	-10	126	0	COc1ccc(C(=O)NNC2CC(=O)N(Cc3ccc(Cl)cc3)C2=O)cc1OC (stereo unspecified)
5	-1	-3	.	0.0	.	8	-1	.	-1	COc1ccccc1OCCC(=O)Nc1cccc(S(=O)(=O)N2CCOCC2)c1
6	5	-2	-1	1.1	0	6	9	106	-18	Cc1cc(NC(=O)c2cc(-c3ccccc3)on2)n(-c2ccccc2)n1
7	6	-2	.	-1.4	.	3	-1	.	.	O=C(NC(c1ccccc1)c1ccccc1)c1ccccc1
8	-4	0	-20	1.6	-2	0	-43	109	0	Cc1cc(C)cc(C(=O)Oc2coc(CSc3nnc(NC(=O)C4CC4)s3)cc2=O)c1
9	4	-1	55	-1.3	-8	1	6	104	0	Nc1c(C(=O)NCc2ccccc2)sc2nc3c(cc12)C(=O)CCC3
10	-2	-8	11	6.5	-20	-8	-7	91	4	Cc1cc(O)c(C(=O)/C=C/c2ccc(Cl)cc2)c(=O)o1
11	.	.	21	.	-4	.	.	104	4	O=C(CNc1cc(S(=O)(=O)N2CCCC2)ccc1OCC(F)(F)F)Nc1cc(Cl)cc(Cl)c1
12	-1	-11	28	1.0	-1	-3	3	97	0	COc1ccc(CCNCc2cc(C)n(-c3ccc(OC)cc3)c2C)cc1
13	0	0	-3	6.2	-2	9	-2	98	-1	O=S(=O)(NCCc1ccncc1)c1ccccc1
14	1	-2	-5	-2.5	2	-2	-9	103	4	CNC(=S)N(Cc1ccco1)Cc1cc2cc3c(cc2[nH]c1=O)OCCO3
15	5	-5	-7	1.1	-6	-5	-7	104	8	O=C(/C=C/c1ccc(F)cc1)Nc1cccc(S(=O)(=O)Nc2cccc(C(F)(F)F)c2)c1
16	3	6	.	-1.4	.	-4	-2	.	-3	COc1cccc(COC(=O)C2CCN(S(=O)(=O)c3cccs3)CC2)c1OC
17	0	-6	42	0.8	10	6	6	98	0	O=S(=O)(c1ccc(-c2cnc(C3CC3)o2)cc1)N1CCN(c2ccccc2)CC1
18	-6	-1	13	3.8	1	-2	-22	97	1	CCC(C)NC(=O)c1cn(CC)c2cc(N3CCN(C(=O)c4ccco4)CC3)c(F)cc2c1=O (stereo unspecified)
19	.	.	.	1.8	.	5	-13	103	3	COCOc1ccc(/C=C/C(=O)c2c(O)cc(OCOC)cc2OCOC)cc1
20	-1	0	28	1.5	-13	6	-8	92	5	COc1ccc(N(CC(=O)Nc2ccc3c(c2)OCO3)S(=O)(=O)c2ccccc2)cc1
21	5	0	3	-0.6	-8	2	3	88	-3	COc1ccccc1CCNC(=O)Cc1cccs1
22	5	-6	.	1.5	.	-4	-3	.	-5	C[C@H]1CN([C@@H](C)CO)C(=O)Cc2cc(NC(=O)Cn3cnnn3)ccc2O[C@H]1CN(C)Cc1ccncc1
23	1	-10	-3	-1.3	-3	-1	-4	100	-2	C#CCNC(=O)C1=C[C@@H](C2CCCCC2)C[C@@H](OCCCCO)O1
24	5	-4	.	-0.2	.	7	-1	.	2	Cc1ccc(S(=O)(=O)N2CCOCC2)cc1NC(=O)c1ccc(F)cc1F

16 compounds out of the list, arranged by count of non-hydrogen atoms, ascending.
no.	IDE act	GalR3 antagonist	PHOSPHO1 block	CRFR2-BP ag	p-CIP stab down	M4 PAM	CRFR2-BP antag	MEKK3 PB1 HTS	IDE inh	SMILES
13	0	0	-3	6.2	-2	9	-2	98	-1	O=S(=O)(NCCc1ccncc1)c1ccccc1
21	5	0	3	-0.6	-8	2	3	88	-3	COc1ccccc1CCNC(=O)Cc1cccs1
10	-2	-8	11	6.5	-20	-8	-7	91	4	Cc1cc(O)c(C(=O)/C=C/c2ccc(Cl)cc2)c(=O)o1
3	5	-2	17	-4.2	-4	-5	18	91	-1	CN/C=C1\C(=O)C(C)(C)Oc2ccc3ccc(=O)oc3c21
7	6	-2	.	-1.4	.	3	-1	.	.	O=C(NC(c1ccccc1)c1ccccc1)c1ccccc1
23	1	-10	-3	-1.3	-3	-1	-4	100	-2	C#CCNC(=O)C1=C[C@@H](C2CCCCC2)C[C@@H](OCCCCO)O1
9	4	-1	55	-1.3	-8	1	6	104	0	Nc1c(C(=O)NCc2ccccc2)sc2nc3c(cc12)C(=O)CCC3
6	5	-2	-1	1.1	0	6	9	106	-18	Cc1cc(NC(=O)c2cc(-c3ccccc3)on2)n(-c2ccccc2)n1
2	4	-4	-1	-1.9	0	6	2	103	2	CCOc1ccccc1/C=C(/NC(=O)c1ccccc1)C(=O)N(CC)CC
16	3	6	.	-1.4	.	-4	-2	.	-3	COc1cccc(COC(=O)C2CCN(S(=O)(=O)c3cccs3)CC2)c1OC
5	-1	-3	.	0.0	.	8	-1	.	-1	COc1ccccc1OCCC(=O)Nc1cccc(S(=O)(=O)N2CCOCC2)c1
20	-1	0	28	1.5	-13	6	-8	92	5	COc1ccc(N(CC(=O)Nc2ccc3c(c2)OCO3)S(=O)(=O)c2ccccc2)cc1
15	5	-5	-7	1.1	-6	-5	-7	104	8	O=C(/C=C/c1ccc(F)cc1)Nc1cccc(S(=O)(=O)Nc2cccc(C(F)(F)F)c2)c1
11	.	.	21	.	-4	.	.	104	4	O=C(CNc1cc(S(=O)(=O)N2CCCC2)ccc1OCC(F)(F)F)Nc1cc(Cl)cc(Cl)c1
18	-6	-1	13	3.8	1	-2	-22	97	1	CCC(C)NC(=O)c1cn(CC)c2cc(N3CCN(C(=O)c4ccco4)CC3)c(F)cc2c1=O (stereo unspecified)
22	5	-6	.	1.5	.	-4	-3	.	-5	C[C@H]1CN([C@@H](C)CO)C(=O)Cc2cc(NC(=O)Cn3cnnn3)ccc2O[C@H]1CN(C)Cc1ccncc1

Carrying on.
no.	IDE act	GalR3 antagonist	PHOSPHO1 block	CRFR2-BP ag	p-CIP stab down	M4 PAM	CRFR2-BP antag	MEKK3 PB1 HTS	IDE inh	SMILES
25	7	-3	-9	0.1	-3	-2	-12	73*[inhibitor]	1	CC(=O)Nc1cccc2c1C(=O)N(c1cccc(C)c1)C2=O
26	4	3	.	0.7	.	-2	10	.	6	COc1ccc(N2CCN(C(=O)c3ccc(-c4nc5ccccc5s4)o3)CC2)cc1
27	-1	-7	26	-0.1	1	6	17	98	3	O=C(NCC1CCCO1)c1csc2c1CCCC2 (stereo unspecified)
28	.	-4	.	-0.5	.	6	-15	.	.	O=C(NCC(=O)N1CCN(Cc2ccccc2)CC1)c1ccccc1Cl
29	0	-6	.	-1.7	.	9	-5	.	5	O=C(CNC(=O)c1ccc(Br)o1)NNC(=O)c1ccc(Cl)cc1
30	2	-3	.	-2.2	.	3	7	.	-1	O=C(Nc1cccc(Cl)c1)C1CCCCC1
31	4	-3	.	2.9	.	2	8	.	.	C[C@@H]1C(c2ccc(F)cc2)=NN(c2ccccc2)[C@H]1C(=O)N1CCOC1=O
32	0	-10	30	-9.1	-3	-2	-24	106	2	CCN(CC)c1ccc(Nc2nc(Cl)ncc2Br)cc1
33	0	-9	6	2.4	-7	7	-16	102	.	Cc1cc(OCCn2nc(C(=O)O)c3ccccc3c2=O)ccc1C(C)C
34	-8	-5	8	-1.0	0	-4	-7	102	-7	CC(C)(C)c1ccc(S(=O)(=O)NCc2ccc(C(=O)NCC3CCCO3)cc2)cc1 (stereo unspecified)
35	-2	3	.	-0.3	.	9	0	.	0	CCCCn1c(N)c(N(CCC(C)C)C(=O)c2cccc(S(=O)(=O)N3CCN(C)CC3)c2)c(=O)[nH]c1=O
36	-12	1	-9	4.9	-15	6	-5	108	2	O=C(CCc1ccc(S(=O)(=O)N2CCOCC2)cc1)N/N=C/c1ccc(O)c(O)c1O
37	8	-6	8	-2.5	-4	-8	-3	95	5	COc1ccc(-c2nc(C(=O)NCC3CCCO3)cc3c2[nH]c2ccccc23)cc1 (stereo unspecified)
38	3	-9	.	-0.9	.	8	3	.	0	Oc1ccc(C[C@H]2CNCCN2CCc2cccc(F)c2)cc1
39	6	-1	44	-2.4	-9	8	43	93	-2	CC(/C=C1\SC(=S)N(C(C(=O)O)c2ccccc2)C1=O)=C\c1ccccc1 (stereo unspecified)
40	4	-1	21	0.5	0	3	3	93	-2	Cn1cc([N+](=O)[O-])c(C(=O)N/N=C/c2ccc3c(c2)OCO3)n1
41	2	0	22	0.3	-3	9	5	.	7	COc1ccc2c(c1OC)C(=O)N1N=C(c3ccc(O)cc3)CC21 (stereo unspecified)
42	-2	-2	11	0.2	-10	2	6	100	0	CCOc1cc(/C=N/OC(C)=O)ccc1OCc1ccccc1
43	6	-1	.	-0.8	.	-10	9	.	.	CSCCC(NC(=O)c1ccccc1Br)C(=O)N1CCN(C/C=C/c2ccccc2)CC1 (stereo unspecified)
44	1	-4	46	-2.1	-14	-5	7	100	2	O=C(Nc1cccc(C(=O)NC2CCCC2)c1)c1ccccc1
45	-1	.	102*	0.2	2	-1	7	.	-2	S=c1nn[nH]n1C12CC3CC(CC(C3)C1)C2
46	-4	-3	-10	-0.8	-15	8	-21	109	-1	O=C(CN1CCOCC1)Nc1ncc(Cc2cccc(Cl)c2Cl)s1
47	1	2	.	-0.2	.	14	9	.	-4	COc1ccc(NC(=O)c2cccc3c2C(=O)c2ccc(-c4cnc(OC)nc4)cc2S3(=O)=O)cc1
48	3	-4	-27	-0.2	-13	-3	7	97	-1	CCOc1ccc(N=C2NN=C(c3cc(C)n(CC4CCCO4)c3C)CS2)cc1 (stereo unspecified)
49	7	-11	-7	-0.4	4	16	-10	104	-3	CCOC(=O)C(=O)N=Nc1c(O)[nH]c2ccccc12
